B2AR arrestin – recruits beta-arrestin to the human beta2-adrenergic receptor; P07550; beta-arrestin recruitment to beta2AR, cell-based reporter; Potency, µM (top dose mostly 46.1 µM), for the others: at the top dose activation, actives largely listed as activators; hit rate 0.02% among 330,000; AID 492947;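 note: potency is the fitted concentration of half-maximal effect; 0% = DMSO controls and full agonism = EC100 isoproterenol or metaproterenol; nearly all actives have a fitted effect of over 65% in size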
AT treatment – potential ataxia-telangiectasia treatments restoring KAP-1 phosphorylation; AID 485349; […] A-T fibroblasts, KAP-1 phosphorylation AlphaLISA; neocarzinostatin DNA damage 30 min before lysis; Potency, µM (top dose mostly 57.5 µM), for inactives: at the top dose activation, most hits filed as activators; hit rate 0.19% among 320,000; note: potency is the fitted concentration of half-maximal effect; % of control where 0% means no effect; nearly all actives have a fitted effect of over 45% in size
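hTERT-immortalized A-T patient fibroblasts ([…]), 500 cells/well in OPTI-MEM, 1% FBS, got compounds for 60 min, then NCS for 30 min at 37C. Lysates were then assayed for phospho-KAP-1 by AlphaLISA (anti-pKAP1 donor, anti-KAP1 acceptor beads), 6 hr at 25C.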
TRPV1 agonist – human TRPV1 agonism; hit rate 0.19% among 320,000; Q8NER1; TRPV1-expressing cells, Fluo-8 calcium influx, agonist mode; activation, % at 8.33 µM; in the data active = activation above about 80%; inconclusive = between about 30% and that limit; note: 0% is about no effect
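TRPV1-expressing cells were cultured overnight at 35.5C and loaded with Fluo-8 calcium dye for 40 to 90 min at room temperature. After a 10 s baseline, compound was added and calcium influx was read kinetically for 3 min (ex 480/em 520 nm).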
TSG101-PTAP inh – blocks PTAP/TSG101 interaction to inhibit HIV-1 budding. Q99816. Fluorescence polarization, FITC-PTAP peptide / Tsg101 binding. Potency, µM (doses to about 115 µM), for the others: at the highest dose activity change, negative = inhibition, usual class: inhibitors. 340,000 tested, under 10 active; active = well fitted inhibition curve with a large enough effect in the main read-out, with a control signal flat, not every such curve was filed as active; inconclusive = small, poorly fitted or top-dose-only effect, or effect the other way, or a change in a side signal; inactive = no such curve, though single readings can be large or run the other way; note: potency is the fitted concentration of half-maximal effect; % of control where 0% means no effect
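Fluorescence anisotropy tracks displacement of a FITC-tagged PTAP peptide (50 nM) from the Tsg101 binding domain (10 uM), following a 20 min room-temperature incubation at pH 7.5.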
p53 reactivator – mutant p53 re-activation in reporter cells. H1299 p53-A138V BP100-luciferase reporter, luminescence, 24 h. Potency, µM (highest dose often 92.2 µM), inactives show at the top dose activity change, positive = activation, actives largely listed as activators. hit rate 0.063% among 320,000; note: potency is the fitted concentration of half-maximal effect; % of control where 0% means no effect; nearly all actives have a fitted effect of over 45% in size
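p53-null H1299 cells stably carrying temperature-sensitive p53-A138V and a BP100-luciferase reporter were pinned with compounds (4-point, 1:5 series) and held 24 hrs at 37 deg C. Luminescence was read 10 min after detection reagent.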
ELG1 repair inh – inhibitors of ELG1-dependent DNA repair in HEK293T cells; hit rate 2.3% among 330,000; Potency, µM (titrated, usually from 46.1 µM), for the others: at the highest dose activity change, negative = inhibition, actives largely listed as inhibitors; HEK293T ELG1-luciferase reporter, luminescence, 16 h; DNA damage induced by 5-fluorouridine; note: potency is the fitted concentration of half-maximal effect; % is set by controls: 0 for no effect and ±100 for the full control effect; nearly all actives have a fitted effect of over 55% in size
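Step one: seed 2,000 cells per well. Step two: pin-transfer compound or DMSO alongside 5-fluorouridine. Step three: incubate 16 hr, 37 °C, 5% CO2. Step four: add ONE-Glo, wait 30 min, read luminescence.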
TCR act – activators of T cell receptors | Potency, µM (titrated, usually from 9.22 µM), for the others: at the top dose activation of IL-2 secretion, hits mostly activators | 330,000 tested, under 10 active | primary human leukocytes, anti-CD3, IL-2 HTRF, 48 h | AID 504894; note: % of control where 0% means no effect
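Human primary leukocytes + a-CD3 beads + cpd, 48 hr; IL-2 in supernatant by HTRF (ex 320nm / em 665nm). No co-stimulatory signal supplied.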
MLL CXXC-DNA inh – inhibitors of human MLL CXXC domain-DNA interaction | Q03164 | MLL-CXXC / FITC-HOXA9 DNA fluorescence polarization | Potency, µM (highest dose often 115 µM), for inactives: at the highest dose activity change, negative = inhibition, hits mostly inhibitors | hit rate 0.037% among 290,000 | AID 2662; active = well fitted inhibition curve with a large enough effect in the polarisation, with a control signal flat, not every such curve was filed as active; inconclusive = small, poorly fitted or top-dose-only effect, or effect the other way, or a change in a side signal; inactive = no such curve, though single readings can be large or run the other way; the % refers to the polarisation; note: potency is the fitted concentration of half-maximal effect
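Purified MLL-CXXC (added from a 7 uM solution) was preincubated 5 min at ambient with pinned compounds in 50 mM Tris-HCl pH 7.5, 50 mM NaCl, 1 mM DTT, 0.05% BSA. Fluorescein-labeled HOX-A9 DNA (50 nM solution) followed, 30 min, then polarization read.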
BRCA1 expr act – increases BRCA1 expression | Potency, µM (series often up to 46.1 µM), for the others: top-dose activation, actives largely listed as activators | MCF7-BRCA1-FFLuc reporter, luminescence, 48 h; response scale: scaled: vehicle 0%, 10 µM genistein 100% | hit rate 1.1% among 380,000; note: potency is the fitted concentration of half-maximal effect; nearly all actives have a fitted effect of over 80% in size; some results filed as inactive show a strong effect at the top dose
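Using MCF7 cells harboring a BRCA1 firefly luciferase reporter, plated 2 h before compound pinning, the screen measured luminescence after 48 h incubation. Responses were normalized to DMSO and 10 microM genistein, then fitted for concentration-effect.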
a7 integrin act – activates integrin-mediated alleviation for muscular dystrophy. alpha7betagal myoblasts, beta-gal FDG fluorescence, 48 h. Potency, µM (series often up to 38.3 µM), without a hit: top-dose activation, most hits filed as activators. hit rate 0.064% among 350,000;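 note: potency is the fitted concentration of half-maximal effect; 100% = response of the positive control SU9516; nearly all actives have a fitted effect of over 60% in size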
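alpha7betagal+/- myoblasts (passage 13, 250/well) treated 48 h at 37C with compounds at 1:260 dilution of DMSO stock. Lysed, then beta-galactosidase activity read as FDG fluorescence (ex 480/em 540) after 30 min, with pre-read for autofluorescence.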
The depositor's hits bear a star; ? = inconclusive; · = not tested or not shown; & = joins results of further samples; ! = a repeat was not active; [ ] = remark or other dose. Unless noted, calls come from the whole dose curve; as a rule, active = well fitted curve in the direction sought with a large enough effect; inconclusive = small, poorly fitted or top-dose-only effect, or another doubt; inactive = no such curve, though single readings can be large; an effect the other way counts as inactive or inconclusive.

SMILES	B2AR arrestin	AT treatment	TRPV1 agonist	TSG101-PTAP inh	p53 reactivator	ELG1 repair inh	TCR act	MLL CXXC-DNA inh	BRCA1 expr act	a7 integrin act
CC1=CCC[C@@H]2[C@@](C)(CC/C(C)=C/C(=O)O)[C@H](C)CC[C@@]12C	-0.2%	-5%	?	-5%	-4%	17%	-4%	5%	0%	-2%
CCOC(=O)c1cnn(CCOC(=O)c2cccs2)c1NC(=O)c1cccs1	0.0%	3%	-2	-4%	1%	15%	-3%	-4%	-9%	-11%
O=C(CCn1nc(-c2ccc(Cl)cc2)ccc1=O)N1CCN(c2ccccn2)CC1	0.2%	-4%	0	-1%	-7%	?	-14%	-5%	-7%	6%
CCn1c(Cc2ccc(OC)cc2)nnc1SCC(=O)Nc1ccc(N2CCOCC2)cc1	0.1%	1%	1	1%	2%	7%	2%	5%	-2%	23%
O=C(NCCCO)NC(=S)c1cccc2ccccc12	-0.3%	-7%	0	0%	4%	7%	1%	-10%	2%	-12%
O=C(O)CCCNS(=O)(=O)c1cccs1	0.4%	-11%	2	-4%	-13%	-4%	-4%	-1%	-9%	19%
CCOC(=O)N1CCN(C(=O)C(C)c2ccc([N+](=O)[O-])cc2)CC1 (centres undefined)	5.6%	-5%	0	0%	19%	-4%	·	-14%	-7%	6%
Cc1ccc(NC(=S)c2ccccc2)cc1	-0.7%	-8%	?	-1%	?	?	1%	-4%	1.3µM*	4%
COc1ccc(C(=O)Nc2nnc(S(=O)(=O)N3CCOCC3)s2)cc1	-0.1%	-6%	1	-1%	4%	4%	-6%	24%	0%	-14%
O=[N+]([O-])c1ccc(/C=N/N2CCN(Cc3ccccc3)CC2)cc1	0.2%	-2%	-1	-7%	·	12%	2%	-2%	41%	14%
O=C(N/N=C/c1ccccc1[N+](=O)[O-])c1cnccn1	0.1%	-2%	-2	-2%	6%	?	1%	-2%	42%	-2%
CCN(CC)S(=O)(=O)c1ccc2[nH]c(=O)cc(C(=O)Nc3cccc(C(C)=O)c3)c2c1	-0.5%	0%	0	0%	?	?	4%	37%[activator]	-21%	5%
O=C1NC(c2ccccc2)=C(c2ccc3ccccc3n2)C(c2ccccc2)N1 (centres undefined)	-0.2%	-4%	-1	-5%	-9%	-13%	-7%	24%	27%	-8%
Cc1cc(C)n(Cc2ccccc2)c(=O)c1S(=O)(=O)c1ccccc1	-0.3%	1%	0	0%	-2%	-21%	0%	-5%	1%	16%
COc1ccc(OC)c(NC(=O)CN2CCc3ccccc3C2)c1	-0.9%	-7%	20	-1%	-2%	?	7%	2%	-14%	11%
CSc1ccc(CN(C)C(C)C(=O)Nc2ccc(F)c(F)c2F)cc1 (centres undefined)	0.1%	9%	21	-6%	0%	-13%	-5%	7%	-5%	?
CCC(C)(C(=O)NC1CCCC1)N(C(=O)c1cnccn1)c1c(C)n(C)n(-c2ccccc2)c1=O (centres undefined)	-0.2%	5%	0	-2%	6%	6%	6%	6%	3%	-11%
CCOC(=O)N1CCN(C(=O)c2nc3ccccc3s2)CC1	0.0%	0%	4	1%	?	?	5%	-7%	?	-17%
O=C(CSc1nnc(C2CC2)n1C1CC1)c1ccc(F)c(F)c1	2.9%	-2%	7	-2%	?	?	·	·	3%	18%
Cn1cccc1C(=O)C(=O)Nc1ccc(F)c(F)c1	0.0%	-3%	17	0%	23%	?	1%	3%	5.6µM*	-7%
Clc1cc(Br)ccc1OCCOCCN1CCOCC1	-0.2%	1%	0	-7%	5%	30%	-3%	-1%	46%	-3%
CCN(CC(=O)NC1CCS(=O)(=O)C1)c1ccc(S(C)(=O)=O)cc1[N+](=O)[O-] (centres undefined)	0.2%	-4%	-1	-2%	-2%	3%	-14%	0%	-2%	-2%
O=C(Nc1cccc(Cl)c1N1CCOCC1)c1cccs1	-1.0%	10%	0	-9%	-14%	?	6%	-7%	15%	2%
CCOc1cc2[nH]c(=S)n(CCCN(CC)CC)c(=O)c2cc1OCC	0.1%	-9%	0	-1%	13%	1%	3%[46.1 µM]	8%	-2%	2%[7.66 µM]
COC(=O)c1ccc(NCc2cc(O)ccc2O)cc1O	·	·	·	1%	·	·	-5%	·	-12%	-54%[inhibitor]
CCN(CC)S(=O)(=O)c1ccc(O)c(C(=O)OCC(=O)NC2CCCC2)c1	-0.8%	9%	2	1%	6%	-5%	1%	30%	-6%	41%
CC(=O)Nc1ncc(N=Nc2cccc(C(F)(F)F)c2)s1	0.2%	-7%	-1	2%	11%	0%	-3%	1%	-58%	?
C[C@@]12C(=O)N(CC3CCCO3)CC(=O)N1[C@H]1c3ccccc3OC[C@@H]1[C@@H]2c1ccccc1 (some centres undefined)	-1.5%	-1%	?	-2%	0%	9%	4%	·	-9%	32%
Cc1cc(NS(=O)(=O)c2ccc(NC(=S)NC(=O)c3ccncc3)cc2)no1	0.4%	-9%	2	1%	1%	0%	0%	3%	-17%	3%
CC1CCCCN1C(=O)CSc1nnc(-c2ccccc2F)o1 (centres undefined)	0.3%	6%	?	-2%	?	?	-5%	3%	3.2µM*	1%

The closing 2 compounds of the section above open the next one:
SMILES	B2AR arrestin	AT treatment	TRPV1 agonist	TSG101-PTAP inh	p53 reactivator	ELG1 repair inh	TCR act	MLL CXXC-DNA inh	BRCA1 expr act	a7 integrin act
Cc1cc(NS(=O)(=O)c2ccc(NC(=S)NC(=O)c3ccncc3)cc2)no1	0.4%	-9%	2	1%	1%	0%	0%	3%	-17%	3%
CC1CCCCN1C(=O)CSc1nnc(-c2ccccc2F)o1 (centres undefined)	0.3%	6%	?	-2%	?	?	-5%	3%	3.2µM*	1%
O=S(=O)(c1cccc2nsnc12)N1CCN(C/C=C/c2ccccc2)CC1	-0.3%	0%	0	-2%	-5%	?	0%	-5%	-33%	-30%
CCn1cc(CN2CCC(Oc3ccc(C(=O)N4CCCCC4)cc3)CC2)cn1	0.2%	11%	3	4%	-8%	-2%	4%	3%	-12%	22%
COc1ccc(Cc2nc3ccccc3n2C)cc1	-0.1%	3%	3	-5%	-1%	-7%	-2%	-2%	1%	-13%
COc1ccc(C(=O)N2CCN(C(=O)C3COc4ccccc4O3)CC2)cc1OC (centres undefined)	3.0%	6%	2	-2%	-4%	-21%	-2%	10%	1%	-15%
Cc1ccc(OCc2ccc(C(=O)NCC3CCCO3)cc2)cc1C (centres undefined)	0.4%	8%	24	1%	-5%	-5%	-13%	·	6%	-4%
COc1ccc(NC(=O)c2ccc3c(=O)n(CC4CCCO4)c(=S)[nH]c3c2)c(OC)c1 (centres undefined)	-0.2%	-2%	-1	-1%	-4%	-23%	0%	-14%	-17%	-28%
Cc1ccc(S(=O)(=O)N2CCOCC2)cc1C(=O)NCC1CCCCC1	-2.5%	6%	13	0%	-9%	8%	5%	·	-17%	-11%
Cc1ccc(-c2nc(S(=O)(=O)c3ccc(C)cc3)c(SCC(N)=O)o2)cc1	0.4%	-3%	2	-5%	-7%	-5%	4%	-1%	-29%	-11%
CCOC(=O)CN(C(=O)Cn1nnc(-c2ccc(OC)cc2)n1)C(C(=O)NC1CCCC1)c1ccc(F)cc1 (centres undefined)	-0.4%	3%	-3	-5%	7%	-13%	3%[46.1 µM]	-3%	-21%	1%
COc1ccc(C2CC(=O)OC3=C2C(=O)CC(C)(C)C3)c(OC)c1 (centres undefined)	-1.1%	1%	-1	-3%	-3%	8%	0%	10%	0%	?
COc1ccc(C(=O)NC(=S)NNC(=O)Cc2cccs2)cc1	0.5%	1%	1	-9%	?	-1%	1%	12%	-48%	-22%
CC(=O)NNc1ncnc2c1cnn2-c1ccc(C)cc1	0.1%	0%	-3	-2%	23%	?	2%	-2%	35%	-7%
COc1cc(OC)cc(N2CCN(S(=O)(=O)c3ccc(-n4cnnn4)cc3)CC2)c1	-0.1%	6%	21	-2%	10%	?	-3%	16%	18%	15%
Nc1cc(-c2ccccc2)ccc1O	0.2%&-0.3%	4%&0%	1&-1	-10%	26%&6%	8.2µM*!	4%	-4%&3%	-20%	-37%
CCC(C)(C)C1CCc2c(sc(NC(=O)c3ccoc3C)c2C(N)=O)C1 (centres undefined)	0.3%	-2%	2	0%	-1%	?	1%	12%	-35%	-12%
COCC(=O)N(Cc1cc2ccccc2[nH]c1=O)c1ccccc1OC	0.0%	0%	-8	-1%	1%	1%	-3%	1%	4%	2%
O=C(c1ccc(Cl)c(S(=O)(=O)N2CCOCC2)c1)N1CCCCC1	0.3%	1%	-1	-5%	-2%	1%	-6%	-14%	2%	-18%
CC(C)C(NC(=O)c1ccc(S(=O)(=O)N2CCOCC2)cc1)c1nc2ccccc2[nH]1 (centres undefined)	-0.2%	5%	4	-11%	-4%	0%	-1%	21%	2%	-12%
C[C@H]1CN=C(N(C)C)N1CCc1ccccc1	-1.2%	18%	1	0%	-5%	-15%	-1%	·	-3%	-19%
